# esBAF inh = blocks esBAF chromatin remodeling in mouse ES cells; Bmi1-luciferase knock-in reporter, 24 h; 100% = twice the neutral-well signal; reporter increase, % at 12.5 µM; 350,000 tested, 2% active; in the data active means activation above about 40%;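 further: 0% = median of the plate's neutral control wells and 100% = double that signal; a rise in the Bmi1 reporter signal indicates esBAF inhibition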
# ERp5 inh = blocks human ERp5 reductase activity on insulin; Q15084; ERp5 insulin aggregation, absorbance 650 nm, 90 min; inhibition, % at 9.99 µM; 350,000 tested, 0.05% active; AID 651711;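 active means mean replicate inhibition above about 25%, with every replicate also reaching it, limit read from the data, passing the limit was not always enough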
# Target sequence (Q15084 whole entry, looked up): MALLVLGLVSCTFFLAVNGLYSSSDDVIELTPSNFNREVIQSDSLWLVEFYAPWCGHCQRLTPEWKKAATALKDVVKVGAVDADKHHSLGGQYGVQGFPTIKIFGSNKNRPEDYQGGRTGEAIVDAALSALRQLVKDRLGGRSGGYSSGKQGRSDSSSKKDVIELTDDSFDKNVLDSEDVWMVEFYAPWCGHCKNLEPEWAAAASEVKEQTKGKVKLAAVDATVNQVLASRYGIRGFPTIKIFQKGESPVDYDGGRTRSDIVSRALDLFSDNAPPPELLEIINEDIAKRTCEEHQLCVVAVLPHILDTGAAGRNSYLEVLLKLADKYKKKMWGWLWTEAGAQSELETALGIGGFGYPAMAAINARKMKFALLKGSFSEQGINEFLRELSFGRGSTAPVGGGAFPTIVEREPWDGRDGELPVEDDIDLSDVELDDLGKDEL
# ARNT TACC3 PPI = disrupts binding between human ARNT and TACC3; Q9Y6A5; AlphaScreen His-ARNT PAS-B/GST-TACC3 binding, luminescence; TACC3 fragment carries E629A point mutation; inhibition, % at 9.99 µM; 390,000 tested, 0.66% active;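 active means mean inhibition of replicates at least 50% and at least half of replicates each reaching 50%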;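 further: 0% = complete ARNT plus TACC3 wells and 100% = ARNT alone without TACC3; many hits fall short of the cut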
# miR122 inh = miR-122 inhibition in Huh7 cells; Huh7 miR-122 Renilla luciferase sensor, 48 h; neutral wells = 0, positive control = 100; AID 602342; 340,000 tested, 0.3% active; activation (reporter increase), % at 12.5 µM;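 active means mean replicate activation score at least 90 and every replicate individually at or above 90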;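 further: higher luciferase means less miR-122 activity so hits act as miR-122 inhibitors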
# Cneo AK release = causes C. neoformans cell lysis; adenylate kinase release luminescence, 4 h; normalised: neutral wells 0, clomiphene wells 100; lysis activity, % at 15 µM; 360,000 tested, 0.2% active; AID 651654;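 active means mean lysis activity across replicates of at least 80%, whatever share of replicates individually reach that level; inactive means mean lysis activity below 80%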
#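 Test system: log-phase Cryptococcus neoformans yeast cells; Quantity: yeast cell density of 5 × 10^6 cells/mL; Buffer or medium: YPD; Doses: single compound concentration per well; Timing: 4 h at 37 °C static, read 1 h later; Measured by: AK luminescence; Read-out basis: lysis from increased AK signal; Control set: Clomiphene as positive control.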
# Statin myotox sup = protects C2C12 myotubes from simvastatin toxicity; ATP luminescence, 48 h; scaled: DMSO 0, geranylgeraniol control 100; rescue of ATP level, % at 7.49 µM; 330,000 tested, 0.78% active;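 active means mean ATP rescue above about 67%, or every replicate alone reaching that limit, limit read from the data, passing the limit was not always enough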;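 further: myotubes were challenged with 10 µM simvastatin during compound exposure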
# SIRT5 inh = inhibitors of human sirtuin-5 desuccinylase | 330,000 tested, 1.1% active | inhibition, % at 15 µM | Q9NXA8 | AID 652115 | Purified SirT5, succinyl-peptide AMC, trypsin-coupled fluorescence; in the data active means inhibition above about 15%
# Target sequence (Q9NXA8 whole entry, looked up): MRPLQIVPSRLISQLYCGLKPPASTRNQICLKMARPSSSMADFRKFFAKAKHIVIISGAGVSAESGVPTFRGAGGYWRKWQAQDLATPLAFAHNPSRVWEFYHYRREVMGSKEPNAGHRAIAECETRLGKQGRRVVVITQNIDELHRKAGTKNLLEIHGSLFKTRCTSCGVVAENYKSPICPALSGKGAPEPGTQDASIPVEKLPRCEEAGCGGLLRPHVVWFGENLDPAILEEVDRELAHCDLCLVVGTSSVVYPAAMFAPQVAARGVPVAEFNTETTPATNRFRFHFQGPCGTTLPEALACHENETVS
# Starred values were filed as active, the others as inactive; x = not tested or not shown; [ ] = dose if it differs, or a comment.
SMILES,esBAF inh,ERp5 inh,ARNT TACC3 PPI,miR122 inh,Cneo AK release,Statin myotox sup,SIRT5 inh
CN(C)c1ccc(/C=C2/C(=O)NC(=O)N(CCc3ccc(F)cc3)C2=O)cc1,x,-4,5,x,x,x,-3
CC(=O)Nc1ccccc1C(=O)C(=O)Nc1cccc(C(=O)N2CCC3(CC2)OCCO3)c1,x,2,-25,x,x,x,0
OC1/C(=C/c2ccc(C(F)(F)F)cc2)N2CCC1CC2 (stereo not given),x,2,-3,4,x,x,0
N#Cc1ccc(-c2ccc([C@H]3[C@H]4CN(C(=O)Cc5ccccc5)CCCCN4[C@H]3CO)cc2)cc1,4,-2,6,-8[16.7 µM],2,8,1
CNC(C)(C)Cc1ccccc1,6,1,-1,-4,2,-3,0
CCCOc1ccc(C(C)=O)cc1Cc1c(O)[nH]c(=S)[nH]c1=O,-9,1,8,x,0,3,-5
CCCN1CCC[C@@H](c2cccc(O)c2)C1,6,1,-2,0,-2,1,-2
CCOC(=O)CC(SP1(=S)OCC2(CC=CCC2)CO1)C(=O)OCC (stereo not given),-2,-2,-9,-1,-1,-5,-3
CCS(=O)(=O)NC(C)c1nnc2n1-c1ccc(Br)cc1C(c1ccccc1Cl)=NC2 (stereo not given),-5,0,x,-5,1,16,-5
O=[N+]([O-])NC1=NCCN1Cc1ccc(Cl)nc1,3,2,-2,1,-2,3,-6
O=c1[nH]c(=S)[nH]c(O)c1C(c1ccccn1)c1c(O)[nH]c(=S)[nH]c1=O,x,-3,8,x,x,x,-1
CCN1CCN(c2nc([N+](=O)[O-])nn2C)CC1,x,0,-2,x,x,x,-1
COc1ccc(Cl)cc1N=Cc1c(O)n(C)c(=O)n(C)c1=O,-9,0,12,x,x,-3,5
O=C1NCN(c2ccccc2)C12CCN(C(c1cccc3ccccc13)c1nnnn1-c1ccc3c(c1)OCCO3)CC2 (stereo not given),-4,-3,x,-3,-20,3,-6
Cc1ccc(S(=O)(=O)N2CN3CCN(C3)C2)cc1,-9,x,-3,9,-5,-3,x
C[C@]12C=CC(=O)C=C1CC[C@@H]1C2CC[C@]2(C)OC(=O)CCC12 (stereo not given in full),-5,-3,-39,x,-18,7,-5
NC(=O)Nc1cccc(C(F)(F)F)c1,6,x,-3,-7,-1,-2,x
COc1cccc(-c2ccc([C@H]3[C@@H](CO)N4CCCCN(C(=O)Cc5ccncc5)C[C@H]34)cc2)c1,x,-1,x,7[16.7 µM],0,x,2
COc1ccc(-n2nnnc2C(CCSC)N2CCC(n3c(=O)[nH]c4ccccc43)CC2)cc1 (stereo not given),-2,-2,x,-7,-1,11,7
CC(=O)c1ccc2c(c1)C1C(Cl)C(Sc3ccccc3[N+](=O)[O-])CC1C(c1ccccc1[N+](=O)[O-])N2 (stereo not given),2,x,x,13,0,81*,x

# Rewritten with two lines to a compound: entries from further up.
# Screens in order – esBAF inh, ERp5 inh, ARNT TACC3 PPI, miR122 inh, Cneo AK release, Statin myotox sup, SIRT5 inh
O=C1NCN(c2ccccc2)C12CCN(C(c1cccc3ccccc13)c1nnnn1-c1ccc3c(c1)OCCO3)CC2 (stereo not given)
  -4, -3, x, -3, -20, 3, -6
Cc1ccc(S(=O)(=O)N2CN3CCN(C3)C2)cc1
  -9, x, -3, 9, -5, -3, x

# Back to the main list with the three entries that preceded the break.
SMILES,esBAF inh,ERp5 inh,ARNT TACC3 PPI,miR122 inh,Cneo AK release,Statin myotox sup,SIRT5 inh
COc1cccc(-c2ccc([C@H]3[C@@H](CO)N4CCCCN(C(=O)Cc5ccncc5)C[C@H]34)cc2)c1,x,-1,x,7[16.7 µM],0,x,2
COc1ccc(-n2nnnc2C(CCSC)N2CCC(n3c(=O)[nH]c4ccccc43)CC2)cc1 (stereo not given),-2,-2,x,-7,-1,11,7
CC(=O)c1ccc2c(c1)C1C(Cl)C(Sc3ccccc3[N+](=O)[O-])CC1C(c1ccccc1[N+](=O)[O-])N2 (stereo not given),2,x,x,13,0,81*,x
O=c1[nH]c(=S)n(C2CC2)c(O)c1/C=N/Nc1ccccc1,x,x,2,-4,5,x,x
O=C(Cc1ccccn1)N1CCCCN2[C@@H](CO)[C@@H](c3ccc(C#Cc4ccccc4)cc3)[C@@H]2C1,x,-8,7,3[16.7 µM],55,x,1
CN1CCN(c2ccc([N+](=O)[O-])c(Sc3nncn3C)c2)CC1,x,-4,5,x,x,x,3
CCOP(=O)(OCC)C(O)c1ccccc1 (stereo not given),-1,-1,-6,0,1,-2,-3
CCOC(=O)CCN=Cc1c(O)n(-c2ccc(Br)cc2)c(=O)[nH]c1=O,-5,x,1,-4,3,12,x
CC1(C(O)(C#CCN2CCCCC2)c2ccccc2)CCCC1 (stereo not given),x,-1,0,x,x,x,3
COc1ccc(-c2ccc([C@@H]3[C@@H](CO)N4CCCCN(C(=O)Cc5ccccc5)C[C@H]34)cc2)cc1,x,0,-4,-3[16.7 µM],1,x,-4
COc1ccc(NS(=O)(=O)c2ccc(OCC(=O)N3CCN(C)CC3)cc2)cc1Cl,2,9,-6,18,-1,3,-1
CCCn1c(C(=O)c2ccccc2)nc2ccccc21,11,-2,10,-2,2,11,2
CCN1CCN(C(=O)COc2cc(=O)n(CC)c3ccccc23)CC1,-3,x,-4,0,0,-1,x
CN1CC2CN(Cc3ccccc3)S(=O)(=O)C2C1 (stereo not given),1,6,x,-3,0,-1,-2
C#CCN1CCN(c2cccc(C(F)(F)F)c2)CC1,x,-5,-15,x,x,x,-2
COc1c(C=C2C(=O)NC(=O)NC2=O)c(CCN(C)C(=O)c2ccccc2)cc2c1OCO2,7,-1,-4,61,3,11,x
N#CCCn1cc(C(=O)Nc2ccccc2Br)c(-c2ccc([N+](=O)[O-])cc2)n1,0,5,-14,-5,x,-1,3
O=c1[nH]c(=O)n(CCc2ccccc2)c(O)c1C=NC1CC1,x,4,0,2,-2,x,-1
CC(=O)O[C@@]12CO[C@@H]1C[C@H](O)[C@@]1(C)C(=O)[C@H](O)C3=C(C)[C@@H](OC(=O)[C@H](O)[C@@H](NC(=O)c4ccccc4)c4ccccc4)C[C@@](O)([C@@H](OC(=O)c4ccccc4)C12)C3(C)C (stereo not given in full),-15,1,-11,5,-1,7,x
NP(=O)(OCCCc1ccccc1)Oc1ccccc1 (stereo not given),9,-1,-18,5,-5,-2,-7
c1cc2c(cc1[C@H]1OC[C@H]3[C@@H]1CO[C@H]3c1ccc3c(c1)OCO3)OCO2,6,4,-2,-2,-3,4,x
CCN1[C@@H]2c3ccc(-c4cccc(C(=O)N(C)C)c4)c(=O)n3C[C@H]1[C@H](CO)[C@H]2C(=O)OC,-10,-11,-1,3[16.7 µM],-6,-6,-3
O=C1CC(=O)N(c2ccccc2)C(=O)N1,x,0,-1,x,x,x,-2

# Among those listed so far, these have an aryl thioether with sulfur outside any ring:
SMILES,esBAF inh,ERp5 inh,ARNT TACC3 PPI,miR122 inh,Cneo AK release,Statin myotox sup,SIRT5 inh
CC(=O)c1ccc2c(c1)C1C(Cl)C(Sc3ccccc3[N+](=O)[O-])CC1C(c1ccccc1[N+](=O)[O-])N2 (stereo not given),2,x,x,13,0,81*,x
CN1CCN(c2ccc([N+](=O)[O-])c(Sc3nncn3C)c2)CC1,x,-4,5,x,x,x,3

# Going on with the list.
SMILES,esBAF inh,ERp5 inh,ARNT TACC3 PPI,miR122 inh,Cneo AK release,Statin myotox sup,SIRT5 inh
NC12CN3CN(CN(C3)C1)C2 (tested in a mixture with another compound),15,-4,-28,3,0,0,0
O=c1nc(/C=C/c2ccc(Cl)cc2Cl)cc(C(F)(F)F)[nH]1,4,-1,-3,1,0,35,-5
CC1OC(OC2CC(O)C3(CO)C4C(O)CC5(C)C(C6=CC(=O)OC6)CCC5(O)C4CCC3(O)C2)C(O)C(O)C1O (stereo not given),-5,1,32,-17,1,20,1
CC12Cc3cnoc3C=C1CCC1C2CCC2(C)C1CCC2(C)O (stereo not given),0,-1,-9,x,0,-13,-1
CC(NCc1ccc(Cl)cc1)C(O)c1ccccc1 (stereo not given),8,-2,0,7,-1,-1,0
COc1ccc(C#Cc2ccc([C@H]3[C@H](CO)N4CCCCN(C(=O)Cc5ccccc5)C[C@@H]34)cc2)cc1,-3,0,-4,-3[16.7 µM],-5,24,12
COc1ccc(NC(c2ccccc2)P(=O)(Oc2ccccc2)Oc2ccccc2)cc1 (stereo not given),x,2,-16,x,x,x,0
CC1CCCN(C(=O)CCl)C1 (stereo not given),x,1,0,-12,6,x,-1
CCN(CCCl)c1cc(CN(C)C)cc(NC(=O)c2ccc(C(=O)Nc3cc(CN(C)C)cc(N(CC)CCCl)c3)cc2)c1,-85,1,54*,-1,x,-187,-6
Fc1ccccc1CNCCc1ccc2c(c1)OCO2,3,-1,-3,-6,5,-2,-5
COC(=O)C1=C(c2ccccc2)C[C@@H]2CC[C@H]1N2C(=O)NCc1ccc(C(F)(F)F)cc1,-7,-6,0,84,-3,1,3
Cc1ccc(-n2c(O)c(C=NCc3ccccn3)c(=O)[nH]c2=S)cc1,1,3,13,-5,x,4,x
CCOC(=O)C1C(=O)NC23CCCC2C1c1ccccc1O3 (stereo not given),-6,x,-3,-1,0,7,x
O=C(NCC1=C(c2ccc3ccccc3c2)C[C@@H]2CC[C@H]1N2Cc1ccco1)c1cccnc1,3,-2,x,2,2,1,2
CC(C)Sc1nnc([C@@H](N)Cc2ccccc2)o1,19,x,-1,-1,2,6,x
O=C(Cn1cc(C(=O)c2ccccc2)c2ccccc21)NCc1ccco1,5,x,x,0,-2,6,x
CC(=NNC(=S)N1CC2CCC(CC2)C1)c1nccs1,x,10,72*,-7,x,x,0
CC1CC(NC(=O)C2C3CCC(O3)C2C(=O)O)CC(C)(C)C1 (stereo not given),4,x,-8,3,x,-2,x
Nc1ccncc1,2,-3,-2,-8,1,6,0
CN1CCN(c2nc3c(c(=O)[nH]2)CCC3)CC1,-5,-2,-6,-3,0,-4,-5
Cc1nn(Cc2ccccc2)c(C)c1C(=O)NCc1ccccc1,-6,-6,-4,-7,-1,2,-2
CCc1ccccc1NC(=O)CSc1nnc([C@@H](N)Cc2c[nH]c3ccccc23)o1,-12,x,14,-10,4,2,x
CN1CCN(c2c(C#N)c(C(F)(F)F)nn2C)CC1,x,-2,0,x,x,x,-2
CC[C@@H](CO)C1CC2NC3CC4(c5ccccc5N(C)[C@@H]24)C(O)C31 (stereo not given in full),7,5,-22,1,1,-1,6
COC(=O)C1=C(c2ccc(OCc3ccccc3)cc2)C[C@@H]2CC[C@H]1N2C,-22,2,x,-2,1,8,-2
CC(=O)c1c(C)[nH]c(C(=O)N2CCC3(CC2)OCCO3)c1C,-3,x,19,2,1,0,x
CCN1CCN(C(c2cccs2)C(C)NC(=O)Oc2ccccc2)CC1 (stereo not given),-2,-6,6,-3,0,6,-4
O=c1c2ccccc2nc(Cc2ccccc2)n1-c1cccc(O)c1,3,5,0,12,7,-3,0
C=CCn1c(O)c(C(CC)=NC2CC2)c(=O)[nH]c1=O,-11,x,-3,-4,2,-7,x
O=C(Cc1cccnc1)N1CCCCN2[C@@H](CO)[C@H](c3ccc(C#CC4CCCC4)cc3)[C@@H]2C1,1,-2,-1,-2[16.7 µM],53,-16,-1
CCCNC(=O)N1[C@H]2CC[C@@H]1C(C(=O)OC)=C(c1ccc(OC)c(OC)c1)C2,2,-2,-4,1,1,0,10
CC[C@H]1C2C[C@H]3[C@@H]4N(C)c5ccccc5C45C[C@H](C2[C@H]5O)N3[C@@H]1O (stereo not given in full),-1,0,13,-3,0,-3,-5
O=c1c2ccccc2nc(SCC2CCCCO2)n1-c1ccccc1 (stereo not given),x,x,3,-6,3,x,x
CN1CCN(c2nc([N+](=O)[O-])nn2C)CC1,x,10,17,x,x,x,-1
CCOC(=O)/C(CCCN(CC)CC)=N\O,3,x,-3,8,0,-6,x
CCOC(=O)c1ccc(NC(=O)c2c(O)[nH]c(=O)[nH]c2=O)cc1,-10,x,-11,-1,-1,-1,x
Fc1ccc(C2=CCN(C(c3cccs3)c3nnnn3CCc3ccccc3)CC2)cc1 (stereo not given),11,x,0,-3,0,18,x
CC1CN=C(NCc2ccncc2)S1 (stereo not given),0,x,-7,6,-2,-2,x
CC[C@H]1CN2CCC1C[C@@H]2[C@@H](O)c1ccnc2ccc(OC)cc12 (stereo not given in full),-7,8,1,-6,-1,-2,-5
O=C(Cc1ccccc1)Oc1cccc(-n2cnnn2)c1,x,1,-6,x,x,x,-8

# Screening data deposited in PubChem BioAssay by Broad Institute.

# Not all compounds are listed (hit frequency here may not be typical).
